Bioassay records from PubChem BioAssay.
EPAC2 antagonist = qHTS for Antagonist of cAMP-regulated guanine nucleotide exchange factor 2 (EPAC2): primary screen; AID 720708, 2013; EPAC2 GEF exchange of Rap1B-BODIPY-GDP, fluorescence; Rap guanine nucleotide exchange factor 4 (Homo sapiens), Q8WZA2; 360,000 tested, 0.18% active; Potency, µM (top dose mostly 114 µM), without a hit: top-dose activity, negative = inhibition, hits mostly inhibitors; note: potency is the fitted concentration of half-maximal effect; % is set by controls: 0 for no effect and ±100 for the full control effect; nearly all actives have a fitted effect of over 45% in size; many of its hits are not listed in these tables
Target sequence (Q8WZA2 whole entry, looked up): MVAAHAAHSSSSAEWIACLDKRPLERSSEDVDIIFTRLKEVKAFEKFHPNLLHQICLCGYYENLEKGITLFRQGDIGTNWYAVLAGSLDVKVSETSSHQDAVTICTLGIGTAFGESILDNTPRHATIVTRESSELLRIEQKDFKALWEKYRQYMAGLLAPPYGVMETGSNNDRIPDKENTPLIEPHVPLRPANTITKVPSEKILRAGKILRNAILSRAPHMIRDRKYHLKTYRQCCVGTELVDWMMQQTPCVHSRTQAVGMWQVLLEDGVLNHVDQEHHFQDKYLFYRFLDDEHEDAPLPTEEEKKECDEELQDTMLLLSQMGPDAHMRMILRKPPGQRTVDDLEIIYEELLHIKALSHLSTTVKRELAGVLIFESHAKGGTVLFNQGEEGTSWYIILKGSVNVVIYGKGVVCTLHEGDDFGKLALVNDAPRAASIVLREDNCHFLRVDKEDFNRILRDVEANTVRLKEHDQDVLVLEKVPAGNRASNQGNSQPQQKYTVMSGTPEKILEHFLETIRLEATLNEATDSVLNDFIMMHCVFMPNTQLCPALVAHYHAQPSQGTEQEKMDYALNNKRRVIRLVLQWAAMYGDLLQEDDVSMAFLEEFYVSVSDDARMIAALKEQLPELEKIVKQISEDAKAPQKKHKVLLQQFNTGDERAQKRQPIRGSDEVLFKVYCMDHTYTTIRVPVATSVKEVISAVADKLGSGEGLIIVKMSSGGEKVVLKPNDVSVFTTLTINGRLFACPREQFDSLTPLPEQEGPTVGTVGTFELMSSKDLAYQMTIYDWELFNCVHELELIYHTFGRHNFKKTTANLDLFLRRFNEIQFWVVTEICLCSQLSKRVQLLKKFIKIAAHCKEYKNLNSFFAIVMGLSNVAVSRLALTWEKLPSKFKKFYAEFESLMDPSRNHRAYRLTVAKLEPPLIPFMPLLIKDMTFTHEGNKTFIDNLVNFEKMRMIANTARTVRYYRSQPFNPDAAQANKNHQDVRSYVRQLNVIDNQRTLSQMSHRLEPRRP
A549 tox = Nrf2 qHTS screen for inhibitors: counterscreen for cytotoxicity. 390,000 tested, 0.16% active. A549 ARE-Fluc cells, CellTiter-Fluor viability, 18-24 h. Potency, µM (doses to about 46 µM), for inactives: top-dose activity change, negative = cytotoxicity, most hits filed as inhibitors; note: potency is the fitted concentration of half-maximal effect; % is set by controls: 0 for no effect and ±100 for the full control effect
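A549 ARE_Fluc cells in 5% FBS OPTI-MEM were exposed to compounds in concentration-response for 18-24 h at 37 deg C. Viability was read by CellTiter-Fluor fluorescence (Ex 405/Em 525) after 30 min, before the luciferase read.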
Nrf2 block = Nrf2 qHTS screen for inhibitors | Potency, µM (series often up to 46 µM), for inactives: top-dose activity change, negative = inhibition, most hits filed as inhibitors | 360,000 tested, 2.1% active | AID 504444, 2011 | A549 ARE-Fluc reporter, luciferase luminescence, 18-24 h; note: potency is the fitted concentration of half-maximal effect; % is set by controls: 0 for no effect and ±100 for the full control effect; nearly all actives have a fitted effect of over 60% in size
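In this cell-based qHTS, ARE-driven firefly luciferase in A549 cells reports Nrf2 activity; the luminescent signal after BugLite lysis is the measured value, with a prior CellTiter-Fluor read for cell health.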
Nrf2 ARE act = qHTS of Nrf2 Activators | AREc32 ARE-luciferase reporter (MCF7-derived line), luminescence, 24 h | 410,000 tested, 0.31% active | Potency, µM (top dose mostly 46.1 µM), without a hit: at the highest dose activation, hits mostly activators | AID 624171, 2012; note: potency is the fitted concentration of half-maximal effect; % of control where 0% means no effect; nearly all actives have a fitted effect of over 65% in size
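AREc32 cells carrying an ARE-driven firefly luciferase reporter were seeded at 1000 cells/well in OPTI-MEM with 5% FBS, then exposed to compound for 24 hr at 37 deg C. Luminescence was read with Steady-Glo after 30 min at RT.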
EPAC2 ag = qHTS for Agonist of cAMP-regulated guanine nucleotide exchange factor 4 (EPAC2): primary screen. Rap guanine nucleotide exchange factor 4 (Homo sapiens), Q8WZA2. Potency, µM (top dose mostly 154 µM), for the others: at the highest dose activation, hits mostly activators. 360,000 tested, 0.079% active. EPAC2 activation, biochemical qHTS; response scale: 100% = 6.5 mM cAMP response. AID 720711, 2013; note: potency is the fitted concentration of half-maximal effect; nearly all actives have a fitted effect of over 50% in size
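Setup: EPAC2 100 nM, labeled Rap1B complex 250 nM, free GDP 50 uM. Compound titrations pinned in, brief spin, 5 min room temperature incubation. Kinetic fluorescence read over 30 min, normalized to 6.5 mM cAMP.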
MmCpn inh = Inhibitors of TCP-1 ring complex (TRiC) of Methanococcus maripaludis (MmCpn): qHTS; Chaperonin Mm-Cpn (Methanococcus maripaludis); purified Mm-Cpn ATPase, ADP Transcreener TR-FRET; Potency, µM (doses to about 76.9 µM), for the others: at the highest dose activity, negative = inhibition, actives largely listed as inhibitors; 330,000 tested, 0.031% active; note: potency is the fitted concentration of half-maximal effect; % is set by controls: 0 for no effect and ±100 for the full control effect; nearly all actives have a fitted effect of over 80% in size
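Purified archaeal chaperonin (25 nM final) was preincubated with compound for 10 min at 37°C, then ATP (10 uM final) was added for 30 min at 37°C in Tris pH 7.4/KCl/MgCl2/DTT buffer. ADP was quantified by HTRF Transcreener TR-FRET.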
CCT chaperon mod = High-Throughput Screening for Modulators of Cytosolic Chaperonin Activity; purified chaperonin ATPase assay, HTRF ADP detection, 30 min; activity change, % (concentration not given with the values), hits read low; 360,000 tested, 0.3% active; in the data active = activity change below about -30%; note: % is set by controls: 0 for no effect and ±100 for the full control effect
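ATPase activity: ADP formed was measured by HTRF Transcreener (665/615 nm ratio) after 30 min at 37 deg C with 10 uM ATP. Compounds screened at one 76 uM concentration against 40 or 20 nM TRiC in Tris pH 7.4/KCl/MgCl2/DTT buffer.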
TGFb inhibitor = qHTS for Inhibitors of TGF-b; HepG2 CAGA-GFP TGF-b/SMAD3 reporter, GFP fluorescence, 18 h; TGF-beta stimulated, 500 pg/mL final; Potency, µM (titrated, usually from 46.1 µM), inactives show at the top dose activity, negative = inhibition, usual class: inhibitors; 410,000 tested, 1.2% active; AID 588855, 2011; note: potency is the fitted concentration of half-maximal effect; % is set by controls: 0 for no effect and ±100 for the full control effect; nearly all actives have a fitted effect of over 65% in size
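GFP signal (ex488/em500-530) from TGF-beta-stimulated HEPG2 CAGA-GFP cells, 500 pg/mL final, 18 h at 37 degrees C in DMEM plus 1% FBS, normalized to unstimulated and DMSO-stimulated controls.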
pAkt inh = HTS Assay for Inhibitors of Akt Phophorylation: Primary Screen | Neuro2A IGF-stimulated pAkt S473 HTRF, 20 min; stronger effect = lower value | activity change, % for hits at 50 µM | 360,000 tested, 0.32% active; in the data active = activity change below about -80%; inconclusive = mostly about -51% to -80%; note: % is set by controls: 0 for no effect and ±100 for the full control effect
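Single-point screen (50 µM final compound) in Neuro2A cells stimulated 20 min with 6 nM IGF at 37 deg C. After lysis, Ser473-phosphorylated Akt read by HTRF (ex 330 nm, em 615/665 nm) as the 665/615 ratio.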
An asterisk follows results filed as active; i = inactive; u = inconclusive; x = no result given; & = joins results of further samples. Unless noted, calls come from the whole dose curve; as a rule, active = well fitted curve in the direction sought with a large enough effect; inconclusive = small, poorly fitted or top-dose-only effect, or another doubt; inactive = no such curve, though single readings can be large; an effect the other way counts as inactive or inconclusive. This is a subset, so the mix of outcomes need not match the whole.

mol,TGFb inhibitor,CCT chaperon mod,A549 tox,EPAC2 ag,Nrf2 ARE act,MmCpn inh,pAkt inh,EPAC2 antagonist,Nrf2 block
COCC(=O)N1CCC(Oc2ccc(C(=O)N3C[C@@H](C)O[C@@H](C)C3)cc2)CC1,-5%,1.2,0%,-1%,-0.7%,-1%,i,0%,-4%
Cc1nn(CC(O)COc2ccc3c(c2)CCC3)c(C)c1Br (centres undefined),u,-0.2,2%,-8%,-0.5%,1%,i,1%,7%
CCN(CC)C(=O)Cn1nc(-c2ccncc2)nc1SCC(=O)Nc1ccc(OC)cc1,u,-0.7,1%,6%,0.2%,1%,i,-21%,-11%
CC(=O)Nc1cc(-c2cccc(C(=O)N(C)C)c2)cn2c(-c3cccc(C(F)(F)F)c3)cnc12,0%,0.1,x,7%,3.4%,x,i,-15%,x
Cc1ccc(Sc2ccc(NC(=O)CCN3C(=O)NC4(CCCC4)C3=O)cc2)c(C)c1,u,-0.2,-1%,24%,0.6%,1%,i,-19%,u
CC(CSc1n[nH]c(=S)s1)c1ccccc1 (centres undefined),8%,-4.8,15%,12%,4.8%,x,i,u,-2%
CCOCCCNS(=O)(=O)c1ccc(NC(=O)Cc2c(F)cccc2Cl)cc1,10%,2.7,-5%,2%,2.2%,2%,i,-15%,-14%
Cc1cccc(CNC(=O)C2CCC(=O)N(CCCc3ccccc3)C2)c1 (centres undefined),0%,3.3,x,8%,0.0%,x,i,8%,x
O=[N+]([O-])c1cccc(S(=O)(=O)/N=C(/Nc2ccccc2)c2ccccc2)c1,-2%,1.0,-9%,10%,-0.2%,1%,i,-6%,-9%
CC(=O)c1ccc(NC2OC(C)C(O)C(O)C2O)cc1 (centres undefined),23%,-0.9,-2%,5%,-0.1%,-2%,i,1%,10%
CCOc1ccc(NS(=O)(=O)c2ccc3[nH]cc(C(=O)NC(C)CC)c(=O)c3c2)cc1 (centres undefined),-23%,-1.6,-9%,10%,1.2%,0%,i,-21%,u
COc1ccc2nc(C(F)(F)C(F)(F)F)c(C#N)c(N)c2c1,2%,0.6,1%,-14%,4.0%,-4%,i,8%,-25%
CNC(=O)COC(=O)CNC(=O)c1cc(Cl)cc([N+](=O)[O-])c1,0%,-1.1,-1%,0%,-0.6%,0%,i,-4%,24%
O=C(CNC(=O)c1ccco1)NCCCc1ccccc1,2%,0.0,3%,2%,-0.5%,0%,i,-9%,-6%
CC(C)c1ccc(NC2CCCN(C(=O)CN3C(=O)CSC3=O)C2)cc1 (centres undefined),24%,0.3,-3%,6%,-0.9%,-2%,i,3%,-1%
Cc1cc(C)cc(NS(=O)(=O)c2ccc(NC(=O)c3ccccc3C(=O)O)cc2)c1,3%,2.9,2%,2%,-1.3%,x,i,0%,12%
CCOC(=O)c1sc(=S)n(-c2ccc3c(c2)OCO3)c1N,0%,-0.4,-9%,3%,2.3%,1%,i,-10%,u
CCOC1=C2CN(S(=O)(=O)c3ccc(C)cc3)[C@H](c3cccs3)C[C@H]2n2c(=O)n(-c3ccccc3)c(=O)n2C1,-27%,1.2,x,8%,-0.9%,x,i,8%,x
O=C(CCNC(=O)C1CCN(S(=O)(=O)c2ccc(F)cc2)CC1)NCc1ccc(F)cc1,0%,-0.9,4%,5%,-0.5%,3%,i,1%,-1%
CCn1c(C)nc2cc(C(=O)NNC(=S)Nc3ccccc3OC)ccc21,2%,-2.2,1%,3%,0.6%,u,i,7%,u
CCN(CC)N=Nc1ccc(S(=O)(=O)Nc2c(C)n(C)n(-c3ccccc3)c2=O)cc1,1%,-0.2,2%,8%,0.5%,1%,i,4%,-9%
CCOc1ccc(S(=O)(=O)NCCC(=O)NCCOc2ccccc2)cc1,-9%,0.0,0%,1%,0.2%,u,i,2%,u
Cc1csc(NC(=O)CSCC(=O)Nc2ccccc2)n1,-2%,1.7,5%,-7%,1.5%,0%,i,0%,x
CCC(C)(C)NC(=O)CN(C(=O)C(=O)Nc1ccc2c(c1)OCCO2)C(C)(C)CC,3%,1.5,-6%,-6%,5.9%,1%,i,3%,13%
CCOC(=O)Cn1nnnc1CN(Cc1ccc(OC)cc1)Cc1cc2cc(C)cc(C)c2[nH]c1=O,-17%,0.9,-3%,3%,0.4%,1%,i,-3%,0%
O=C(/C=C/c1cccs1)Nc1ccc(S(=O)(=O)Nc2ncccn2)cc1,1%,0.2,0%,2%,1.7%,1%,i,2%,-11%
COc1cccc(CN2CCN(CC(=O)NCCc3ccccc3)CC2)c1,0%,0.9,u,1%,-0.1%,-3%,i,-22%,5%
CCOC(=O)C[C@H]1c2ccc(C(F)(F)F)cc2S(=O)(=O)N1Cc1ccccc1,-4%&-11%,-0.3,-2%,10%,-0.5%,x,i,-13%,-17%
COc1cccc(/C=C/C(=O)OCC(=O)Nc2ccc(S(=O)(=O)N3CCCC3)cc2)c1,9%,-2.2,7%,15%,-0.8%,-5%,i,-4%,-6%
CCCC[C@@H]1CCCO[C@@](C(=O)NCc2ccc(C)o2)(C(F)(F)F)C1,u,0.5,-3%&1%,-5%,0.8%,x,i,-14%,5%&9%
COc1ccc([N+](=O)[O-])cc1NC(=O)Cn1ccc(C(F)(F)F)n1,-1%,-4.6,-2%,9%,0.3%,-12%,i,-14%,u
Cc1ccc(CCNC(=O)C2CC(c3ccccc3C(F)(F)F)=NO2)cc1 (centres undefined),u,-0.2,-1%,9%,3.0%,1%,i,-22%,7%
COCc1nnc(NC(=O)c2ccc(S(=O)(=O)N(C)c3ccccc3)cc2)o1,0%,-1.6,4%,1%,-1.9%,0%,i,1%,u
O=C(Nc1ccc2nc3n(c(=O)c2c1)CCCC3)c1cncc(Br)c1,4%,-0.9,1%,2%,0.0%,x,i,-3%,u
O=c1c(-c2ccnn2-c2ccccc2F)cnc2n1CCS2,2%,0.8,-1%,-7%,-0.1%,2%,i,-5%,-2%
C[C@@H]1CN(C(=O)c2ccc(OC3CCN(S(=O)(=O)N(C)C)CC3)cc2)C[C@H](C)O1,0%,-2.2,0%,-1%,0.3%,3%,i,3%,-4%
CC(C)CC(=O)NC1(C(F)(F)F)NC(=O)N(c2ccccc2)C1=O (centres undefined),-4%,0.5,1%,4%,0.3%,1%,i,2%,-5%
Cc1cccc(NC(=O)c2sc3nc4c(c(-c5ccco5)c3c2N)CCC4)c1,0%,-2.5,5%,13%,0.0%,-1%,i,-6%,u
COc1ccc(CC(=O)Oc2ccc(C(C)C)cc2)cc1S(=O)(=O)N1CCOCC1,6%,2.2,0%,-3%,-0.4%,1%,i,-7%,10%
COc1ccc([N+](=O)[O-])cc1NC(=O)CS(=O)(=O)c1ccc(C)cc1,-4%,-2.8,5%,9%,5.1%,1%,i,5%,-15%
Cc1ccc(Nc2nc(Nc3ccc(C)c(C)c3)nc(N3CCOCC3)n2)cc1C,9%,x,u,x,10%,x,x,x,-5%
O=C(CSc1nnc(Cn2cnc3ccccc32)o1)c1ccccc1,-17%,-6.0,-2%,6%,3.0%,-1%,i,17%,-5%
Cn1cc(S(=O)(=O)N2CCOCC2)cc1C(=O)NCc1ccc(Cl)cc1,-11%,0.0,6%,1%,0.3%,0%,i,1%,-17%
O=c1[nH]c2c(oc3ccccc32)c(=O)n1Cc1ccccc1,-3%,-5.0,5%,8%,3.3%,1%,i,9%,u
COc1ccc(-c2cnc3c(c2)C(=O)N([C@H](C)CO)C[C@H](C)[C@H](CN(C)C(=O)Cc2cccnc2)O3)cc1,1%,-0.3,x,6%,-0.4%,x,i,-1%,x
COc1ccc(/C=N/NC(=O)C2CC2)c(OC)c1OC,1%,-1.1,-2%,0%,-2.1%,-1%,i,4%,-33%
CCn1c(C(O)c2ccc(C)cc2)nc2ccccc21 (centres undefined),11%,1.2,2%,-2%,0.3%,-1%,i,-2%,x
O=C(/C=C/c1ccc(F)cc1)NCc1ccco1,2%,-1.5,1%,6%,11%,-2%,i,14%,12%
CCCCCN(C(=O)CCC(=O)OC(C)C(=O)c1ccc(CC)cc1)c1c(N)n(CCCC)c(=O)[nH]c1=O (centres undefined),u,-2.7,1%,-22%,0.5%,x,i,-3%,-6%
CC(NS(=O)(=O)c1ccc(F)cc1)C(c1cccs1)N1CCOCC1 (centres undefined),-9%,-5.1,6%,0%,-0.6%,0%,i,1%,9%
Cc1ccccc1C(=O)N(C)Cc1ccccc1,15%,-2.1,15%,13%,0.0%,0%,i,-1%,x
S=C(c1ccc(N2CCOCC2)cc1)N1CCOCC1,1%,-0.9,-3%,7%,0.1%,3%,i,-1%,u

Retrieved by compound from the list above:
mol,TGFb inhibitor,CCT chaperon mod,A549 tox,EPAC2 ag,Nrf2 ARE act,MmCpn inh,pAkt inh,EPAC2 antagonist,Nrf2 block
COc1ccc(-c2cnc3c(c2)C(=O)N([C@H](C)CO)C[C@H](C)[C@H](CN(C)C(=O)Cc2cccnc2)O3)cc1,1%,-0.3,x,6%,-0.4%,x,i,-1%,x
CC(C)c1ccc(NC2CCCN(C(=O)CN3C(=O)CSC3=O)C2)cc1 (centres undefined),24%,0.3,-3%,6%,-0.9%,-2%,i,3%,-1%
